Screens (PubChem)
Hsp70 act – transcriptional activators of Hsp70; HeLa Hsp70 promoter luciferase reporter, luminescence; scaled: vehicle 0, proteasome-inhibitor control 100%; activation, % at 10 µM; actives 0.04% (n = 200,000);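 active = activation above the mean across all tested compounds plus 3 SD, cutoff set per campaign, cut at about 5.5% in these data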;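 also: 100% = MG132 at 30 µM as the positive control and 0% = DMSO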
STAT3 inh – STAT3 signaling inhibition; U3A cells, IL-6 STAT3-luciferase reporter, luminescence; host cell line lacks STAT1; inhibition, % at 5.5 µM; actives 0.89% (n = 190,000); AID 862;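 active = inhibition above the mean inhibition across all screened compounds plus 3 SD, cut at about 44% in these data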;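 also: 0% = DMSO only wells and 100% = 100 µM nifuroxazide control wells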
STAT1 act – increases IFN-gamma driven STAT1 reporter signal; actives 2.6% (n = 200,000); NIH 3T3 STAT1-luciferase reporter, luminescence; 100% = IFN-gamma alone, no compound; activation (% of control), % at 5.5 µM;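 active = activation above the screen-wide mean activation plus 3 SD, cut at about 130% in these data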;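 also: raw ratio to IFN-gamma control signal so 100% means no change and 0% no light; values of inactives mirror those of a sister screen read the other way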
APP transl inh – APP translation inhibition | inhibition, % at 2 µM | SH-SY5Y APP 5'UTR-luciferase reporter, luminescence | actives 0.82% (n = 190,000);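 active = inhibition above a set limit, derived from the sample mean plus 3 SD, cut at about 45% in these data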; also: values of inactives mirror those of a sister screen read the other way
APP 5'UTR act – activates APP 5'UTR luciferase reporter; activation, % at 2 µM; actives 1% (n = 190,000); SH-SY5Y APP 5'UTR luciferase reporter, luminescence; zero percent = DMSO vehicle wells;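 active = activation above a set limit, based on mean plus 3 SD of controls, cut at about 140% in these data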; also: values of inactives mirror those of a sister screen read the other way
STAT3 act – increases IL-6 driven STAT3 reporter signal; U3A cells, IL-6 STAT3-luciferase reporter, luminescence; 100% = signal with IL-6 EC80 alone; activation (% of control), % at 5.6 µM; actives 0.91% (n = 190,000); AID 871;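 active = activation above the screen-wide mean of compound activation plus 3 SD, cut at about 130% in these data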;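 also: 0% = background luminescence of wells with medium and substrate only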
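Assay system – human STAT1-deficient U3A cells with stable STAT3-luciferase reporter · Also added – IL-6 (33 ng/mL) · Schedule – compound 1 h, then IL-6 6 h at 37 °C · Technique – reporter luminescence signal · Evaluation – % activation versus median of IL-6-stimulated wells · Benchmarks – IL-6-only wells as 100% reference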
NF-kB expr up – NF-kB expression increase, human neuronal cells | NF-kB reporter expression; hits give high values | fold change at 12.5 µM | actives 1.6% (n = 190,000); in the data active = fold change above about 3.3
RAM network inh – blocks the yeast RAM network; S. cerevisiae dse1pr::URA3 reporter, 5-FOA growth OD615, 2 d; analog-sensitive cbk1-as2 kinase mutant strain; actives 1.8% (n = 190,000); inhibition, % at 50 µM;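 active = inhibition above a set limit, 3 SD over mean compound inhibition, cut at about 8.4% in these data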;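 also: 0% = DMSO-only wells with no growth and 100% = 10 µM 1-NA-PP1 full growth; inhibition rescues growth on 5-FOA so higher OD means more RAM inhibition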
STAT1 inh – inhibitors of IFN-gamma induced STAT1 signaling; AID 920; actives 0.35% (n = 200,000); inhibition, % at 5.5 µM; NIH 3T3 STAT1-luciferase reporter, luminescence;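 active = inhibition above a set limit, the mean inhibition across all tested compounds plus 3 SD, cut at about 34% in these data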;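 also: 0% = IFN-gamma with DMSO and 100% = IFN-gamma with 300 µM nifuroxazide; values of inactives mirror those of a sister screen read the other way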
FLuc inhib CS – Photinus pyralis luciferase inhibition counter-screen; AID 1006; P08659; actives 1.5% (n = 200,000); inhibition, % at 10 µM; ATPLite firefly luciferase biochemical luminescence, 10 min;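 active = inhibition above about 50% when tested at 10 µM, limit read from the data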
Target sequence (P08659 whole entry, looked up): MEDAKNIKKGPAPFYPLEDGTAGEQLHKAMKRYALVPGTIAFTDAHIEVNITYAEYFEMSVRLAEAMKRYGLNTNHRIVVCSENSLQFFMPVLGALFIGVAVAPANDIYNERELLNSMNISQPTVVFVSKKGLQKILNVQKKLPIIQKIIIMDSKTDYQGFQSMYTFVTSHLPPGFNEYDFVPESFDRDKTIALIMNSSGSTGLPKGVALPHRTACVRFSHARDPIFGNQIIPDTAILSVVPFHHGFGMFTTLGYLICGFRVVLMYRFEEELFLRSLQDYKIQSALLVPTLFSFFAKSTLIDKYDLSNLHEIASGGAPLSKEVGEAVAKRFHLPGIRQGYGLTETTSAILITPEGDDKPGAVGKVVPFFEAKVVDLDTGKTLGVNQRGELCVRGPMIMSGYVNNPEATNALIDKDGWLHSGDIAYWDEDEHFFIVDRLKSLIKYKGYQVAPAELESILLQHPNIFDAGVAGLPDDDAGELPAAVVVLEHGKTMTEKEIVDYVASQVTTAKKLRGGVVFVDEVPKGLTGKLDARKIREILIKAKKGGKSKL
* hit, by the source's call; / = not tested or not shown. Rows were taken by chance. About 7.7% of those tested had a hit in this group.

SMILES	Hsp70 act	STAT3 inh	STAT1 act	APP transl inh	APP 5'UTR act	STAT3 act	NF-kB expr up	RAM network inh	STAT1 inh	FLuc inhib CS
Cc1cc(NC(=O)c2ccc(S(=O)(=O)N3CCCC3)cc2)nc2c1c(=O)oc1ccccc12	-0.1	0	95	-1	1	102	1.1	1.9	6	-4
CCO[C@@H]1OC(C(=O)O)=C[C@H](c2ccc3c(c2)OCO3)[C@H]1CCCO	-0.1	/	96	-14	14	/	3.1	0.0	6	-2
O=C(NC(Cc1ccccc1)C(=O)O)/C(=C\c1ccc(Cl)cc1)NC(=O)c1ccccc1 (stereo unspecified)	-0.1	5	98	26	-26	102	1.1	2.9	2	-6
O=C(Cn1c(-c2cncs2)nc2ccccc21)NC1CCCC1	0.0	-7	103	-4	4	109	1.2	-0.8	-3	-7
COC(=O)CSC1=C(C#N)C(c2ccc(C)o2)CC(=O)N1 (stereo unspecified)	0.3	0	87	-8	8	102	0.98	0.9	13	-5
COc1cccc(C(C#N)N2CCCCC2)c1O (stereo unspecified)	-0.2	-20	108	10	-10	120	1.1	-0.8	-9	-3
O=C1CN=C(Nc2ccccc2)N1Cc1cccs1	-0.3	-2	91	4	-4	105	1.6	0.4	9	-5
CCOC(=O)Cc1c(C)nc2c(-c3ccc(Cl)cc3)c(C)[nH]n2c1=O	-0.2	0	92	0	0	109	0.96	2.7	5	-2
Cc1cccc(C)c1NS(=O)(=O)c1ccc(F)cc1	-0.1	9	96	2	-2	96	1	0.1	4	-7
COc1ccc(/C=C2\CCCC3C2=NC(=S)NC3c2ccc(OC)cc2)cc1 (stereo unspecified)	0.1	-5	106	22	-22	113	0.89	5.3	-7	-1
C=C(C)Cc1c(C)nc(-c2ccccc2)[nH]c1=O	0.0	12	98	-27	27	94	1	-0.3	2	-4
O=C(Nc1ccc(-c2nc3cc(Cl)ccc3c(=O)o2)cc1)c1ccco1	-0.2	7	106	5	-5	96	1.3	1.3	-6	-4
O=C(Cc1ncc(C(F)(F)F)cc1Cl)N1CCN(c2ccc(F)cc2)CC1	0.1	0	109	-14	14	104	1	-0.5	-9	-4
c1ccc(Nc2nn[nH]n2)cc1	-0.1	4	102	-9	9	101	0.93	1.6	-1	-11
CCn1c(CCNC(=O)c2ccc(Cl)cc2)n[nH]c1=S	-0.2	7	99	-1	1	99	1.4	-0.8	1	-7

Nine of these compounds in another layout.
| Compound | Hsp70 act | STAT3 inh | STAT1 act | APP transl inh | APP 5'UTR act | STAT3 act | NF-kB expr up | RAM network inh | STAT1 inh | FLuc inhib CS |
| --- | --- | --- | --- | --- | --- | --- | --- | --- | --- | --- |
| Cc1cc(NC(=O)c2ccc(S(=O)(=O)N3CCCC3)cc2)nc2c1c(=O)oc1ccccc12 | -0.1 | 0 | 95 | -1 | 1 | 102 | 1.1 | 1.9 | 6 | -4 |
| CCO[C@@H]1OC(C(=O)O)=C[C@H](c2ccc3c(c2)OCO3)[C@H]1CCCO | -0.1 | / | 96 | -14 | 14 | / | 3.1 | 0.0 | 6 | -2 |
| O=C(NC(Cc1ccccc1)C(=O)O)/C(=C\c1ccc(Cl)cc1)NC(=O)c1ccccc1 (stereo unspecified) | -0.1 | 5 | 98 | 26 | -26 | 102 | 1.1 | 2.9 | 2 | -6 |
| O=C(Cn1c(-c2cncs2)nc2ccccc21)NC1CCCC1 | 0.0 | -7 | 103 | -4 | 4 | 109 | 1.2 | -0.8 | -3 | -7 |
| COC(=O)CSC1=C(C#N)C(c2ccc(C)o2)CC(=O)N1 (stereo unspecified) | 0.3 | 0 | 87 | -8 | 8 | 102 | 0.98 | 0.9 | 13 | -5 |
| COc1cccc(C(C#N)N2CCCCC2)c1O (stereo unspecified) | -0.2 | -20 | 108 | 10 | -10 | 120 | 1.1 | -0.8 | -9 | -3 |
| O=C1CN=C(Nc2ccccc2)N1Cc1cccs1 | -0.3 | -2 | 91 | 4 | -4 | 105 | 1.6 | 0.4 | 9 | -5 |
| CCOC(=O)Cc1c(C)nc2c(-c3ccc(Cl)cc3)c(C)[nH]n2c1=O | -0.2 | 0 | 92 | 0 | 0 | 109 | 0.96 | 2.7 | 5 | -2 |
| Cc1cccc(C)c1NS(=O)(=O)c1ccc(F)cc1 | -0.1 | 9 | 96 | 2 | -2 | 96 | 1 | 0.1 | 4 | -7 |

New compounds follow:
SMILES	Hsp70 act	STAT3 inh	STAT1 act	APP transl inh	APP 5'UTR act	STAT3 act	NF-kB expr up	RAM network inh	STAT1 inh	FLuc inhib CS
CCNC(=S)N1CCc2cc(OC)c(OC)cc2C1COc1ccccc1OC (stereo unspecified)	-0.4	-1	96	1	-1	102	1.1	4.9	2	-2
COc1ccccc1/C=N/Nc1cc(N(C)C)nc(N(C)C)n1	-0.5	7	91	-2	2	99	1.1	1.5	7	-7
O=C(CSc1nnc(CNC(=O)c2ccccc2F)o1)NCC1CCCO1 (stereo unspecified)	-0.3	0	98	-1	1	101	1.2	-0.5	1	-2
Cc1cnc(C(=O)OCC(=O)N(C(C)C)C(C)C)cn1	-0.1	1	97	9	-9	102	0.94	1.4	4	0
COc1ccc(NC(=O)Nc2cccc(C)n2)cc1	-0.2	12	127	-22	22	90	2.3	0.2	-28	23
COc1ccc(NC(=S)NCCCc2ccccc2)cc1	-0.2	1	97	-8	8	99	1.3	1.0	3	-3
S=c1[nH]nc(Cc2cccs2)n1-c1ccccc1Cl	0.0	8	103	2	-2	103	1	1.4	-4	7
COc1ccccc1CCN=C(N)NS(=O)(=O)c1cccs1	-0.4	-2	105	6	-6	102	1.5	0.2	-5	-4
CCCCC(=O)OCc1cn(-c2ccc(Cl)cc2)nn1	0.2	2	102	0	0	99	1.1	-0.7	-2	-2
COc1ccc(CNC(=O)COC(=O)c2ccc(OCc3c(C)noc3C)cc2)cc1OC	-0.5	-7	98	0	0	111	1.1	2.8	2	-4
COc1ccc2nc(C)c(C(=O)NN)cc2c1	-0.1	29	95	7	-7	78	0.93	1.0	5	-3
CCn1c(=O)c(C(=O)Nc2ncccc2C)c(O)c2ccccc21	-0.2	8	99	-1	1	95	1.1	0.0	1	1
C=C(C)CN(CC)Cc1c(C(=O)N(C)CCCC)nc2ccccn12	-0.5	10	96	10	-10	94	1.2	-0.6	2	-4
COc1cc(/C=C2\SC(=Nc3ccccc3)N(CCc3c[nH]c4ccccc34)C2=O)ccc1OC(C)C(=O)O (stereo unspecified)	-0.2	-1	91	-26	26	102	1.1	8.0	10	-1
N#Cc1nc(COc2ccccc2F)oc1N1CCCCCC1	1.0	4	99	-16	16	99	1.2	0.1	2	-3
Cc1cc(NC(C)C)n2c(nc3ccccc32)c1C#N	-0.3	22	98	-32	32	87	0.98	1.6	2	-2
CCOC(=O)C1CCCN(C2CC(=O)N(c3ccc(C)c(C)c3)C2=O)C1 (stereo unspecified)	-0.3	5	80	-2	2	99	1.1	1.4	13	-6
Cc1ccccc1CSCc1nc2ccccc2[nH]1	-0.3	11	106	-2	3	87	1.7	3.3	-7	2
CCOC(=O)C1(Cc2ccccc2)CCN(Cc2cc(=O)c3ccccc3[nH]2)CC1	-0.3	-14	95	-18	18	118	1.1	1.7	5	-2
O=C(CNS(=O)(=O)c1ccc(Cl)cc1)N/N=C/c1ccco1	0.0	8	100	12	-12	95	0.84	0.9	-2	-10
O=C(OCC(=O)c1ccc(S(=O)(=O)N2CCCC2)cc1)C1=COCCO1	-0.4	5	98	-18	18	103	1.3	1.2	2	-2
Cc1nc(C)c(C(=O)C2=C(O)C(=O)N(CCCn3ccnc3)C2c2ccccc2)s1 (stereo unspecified)	0.0	-7	106	-3	3	110	1.1	-0.5	-7	-4
Oc1ccc(NCc2cccc(OCc3ccc(F)cc3)c2)cc1	-0.1	0	129*	3	-3	103	1.4	-0.6	-34	-4
O=C(Cn1nnc(-c2ccncc2)n1)Nc1ccc2c(c1)CCC2	-0.3	15	104	-9	9	90	0.77	2.8	-4	1
Oc1c(N=NC(=S)Nc2ccccc2F)c2ccccc2n1Cc1cccc(Cl)c1	-0.4	4	104	12	-12	99	0.7	5.1	-4	0
COc1ccc(-c2c(C)nn3c(N4CCC(C(=O)NCCN(C)C)CC4)cc(C)nc23)cc1OC	-0.2	0	102	21	-21	105	0.67	0.1	-1	-6
CC(=O)c1sc(NCCOc2ccc(C)cc2)nc1C	-0.2	20	104	-12	12	87	1.4	-0.1	-8	2
COc1ccc(Cn2c(C3CC3)nc3ccc(NC(C)=O)cc3c2=O)cc1	0.5	-12	169*	-142	142*	118	4.3*	10*	-75	3
COc1ccc(-n2c(=S)[nH]c3cc(C(=O)Nc4ccccc4OC)ccc3c2=O)cc1	-0.3	23	99	-5	5	83	1.3	2.5	1	3
COC(=O)c1cn(NC(=O)c2ccc(F)cc2)c(=O)c2ccccc12	-0.1	7	99	-4	4	98	1	3.3	1	-5
CC(C)C(c1nnnn1C(C)(C)C)N1CCC(Cc2ccccc2)CC1 (stereo unspecified)	-0.3	-1	93	15	-15	104	0.85	0.0	8	-1
O=C(c1ccccn1)N1N=C2/C(=C/c3ccc(F)cc3)CCCC2C1c1ccc(F)cc1 (stereo unspecified)	-0.3	-23	100	6	-5	114	0.87	0.1	0	-4
COc1cc(/C=N/NC(=O)C(N)=O)ccc1OCC(=O)N1C(C)CCCC1C (stereo unspecified)	0.2	0	101	0	0	105	0.85	1.2	-3	-9
Cc1cc2nnc(SC(C)C#N)n2c2ccccc12 (stereo unspecified)	-0.2	7	100	0	0	94	1.4	0.7	0	2
N#Cc1ccccc1NC(=O)CSc1ccc([N+](=O)[O-])cn1	0.0	0	90	-17	17	104	1.1	3.3	7	-4
Cc1ccccc1-c1nsc(SCC(=O)Nc2ccc3c(c2)OCO3)n1	0.0	3	103	-34	34	99	1.4	9.4*	-3	-2
CS(=O)(=O)N1CCN(Cc2ccc(C(F)(F)F)cc2)CC1	-0.3	13	89	-6	6	93	0.88	0.4	12	-1
COc1ccc(-c2nc(CSCC(=O)NCc3ccc4c(c3)OCO4)c(C)o2)cc1OC	-0.1	-2	101	-16	16	102	0.97	0.3	0	3
COc1ccc(C2NC(c3ccc(OC)c(OC)c3OC)C(C)C(=O)C2C)c(OC)c1OC (stereo unspecified)	0.0	-7	88	-11	11	107	0.64	-0.1	8	-3
O=C(O)CCCC(=O)Nc1ccc(Br)cc1	-0.1	-8	101	-2	2	107	0.91	0.2	-1	-6
Cc1ccc2c(c1)N(CCC(=O)NCc1cccs1)C(=O)C(C)O2 (stereo unspecified)	-0.5	12	102	4	-4	95	1	0.5	-2	-8
CN(C)C(=O)N1CCC(C(=O)NC2CCCCCCC2)CC1	-0.3	6	106	-12	12	98	1.4	0.2	-7	-8
CCOC(=O)N1CCN(S(=O)(=O)c2ccc3c(c2)oc(=O)n3C)CC1	-0.1	-24	106	-3	3	122	1	4.7	-7	-6
CCOc1ccc2nc(NC(=O)NC3CCCCC3)sc2c1	-0.4	7	112	-35	35	98	1.3	3.4	-16	3
